Bioassay records: PubChem, National Center for Advancing Translational Sciences (NCATS)
TexasRed fluor: alters Texas Red total fluorescence, flagging assay interference | TRb/SRC2 Texas Red total fluorescence interference | Potency, µM (highest dose often 106 µM), for inactives: at the top dose fluorescence change, negative = quenching | 280,000 tested, 0.29% active | AID 1479; active = well fitted curve in either direction with a large enough effect; inconclusive = small, poorly fitted or top-dose-only effect; note: % is set by controls: 0 for no effect and ±100 for the full control effect
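Human TRβ ligand-binding domain (0.6 uM) and Texas Red SRC2 peptide (20 nM) in Tris buffer with 1 uM T3 and 5% DMSO were incubated with pinned compound for 5 hr at ambient temperature. Total fluorescence was computed as S + 2P (555/632 nm).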
Tau fibril ThT: blocks human tau fibril formation measured by thioflavin T | Potency, µM (doses to about 57.4 µM), for inactives: at the highest dose activity, negative = inhibition, most hits filed as inhibitors | 270,000 tested, 2.1% active | recombinant tau K18 P301L, heparin-induced fibrillization, ThT fluorescence | AID 1460 | P10636; note: % is set by controls: 0 for no effect and ±100 for the full control effect; nearly all actives have a fitted effect of over 55% in size
Target sequence (P10636 561-689 P618L limits assumed): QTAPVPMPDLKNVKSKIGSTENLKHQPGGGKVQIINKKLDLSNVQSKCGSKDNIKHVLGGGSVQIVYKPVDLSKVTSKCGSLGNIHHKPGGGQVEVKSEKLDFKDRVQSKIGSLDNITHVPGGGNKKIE
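Fibril formation assay: tau K18 P301L at 15 uM with trace Alexa 594 label, heparin inducer 20 uM, pH 7 sodium acetate buffer, 37 C for 6 hr; endpoint ThT signal.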
Tau FP inhib: inhibitors of human tau fibril formation. Potency, µM (highest dose often 57.7 µM), for inactives: at the highest dose activity, negative = inhibition, actives largely listed as inhibitors. P10636. K18 P301L tau heparin fibrillization, Alexa594 FP, 6 h. 280,000 tested, 0.39% active; note: % is set by controls: 0 for no effect and ±100 for the full control effect; nearly all actives have a fitted effect of over 55% in size
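Human K18 P301L fragment (15 uM unlabeled plus 0.24 uM Alexa 594-labeled) in 100 mM sodium acetate pH 7 with compound, aggregation induced by 20 uM heparin for 6 hr at 37 C. ThT (30 uM) added for 1 hr, then Alexa 594 FP read.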
TRb SRC2 PPI: disrupts binding of human TR beta to SRC2; Potency, µM (top dose mostly 106 µM), for inactives: at the highest dose activity change, negative = inhibition, hits mostly inhibitors; P10828; AID 1469; 280,000 tested, 0.065% active; TRbeta-SRC2 peptide binding, fluorescence polarization; receptor liganded with 1 µM T3;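 note: plate controls were bound peptide for no effect and peptide without receptor for full effect; nearly all actives have a fitted effect of over 50% in size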
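Human TRb ligand-binding domain (0.6 uM) is mixed with 20 nM Texas Red SRC2 peptide and 1 uM T3; after compound addition and 5 hr at ambient temperature, polarization is measured and normalized to unbound and bound controls.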
HTT ATP protect: cytoprotection in Huntington HTT-Q103 PC12 cell model. PC12 HTT-Q103 induced, cytoprotection, ATP luminescence, 40 h. Potency, µM (series often up to 56.4 µM), inactives show cytoprotection (ATP increase), usual class: activators. 230,000 tested, 0.14% active;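 note: % of control where 0% means no effect; nearly all actives have a fitted effect of over 45% in size; toxic huntingtin expression switched on by the ecdysone agonist tebufenozide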
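Huntington model: PC12 line, ecdysone-inducible HTTQ103 exon1–GFP, tebufenozide 100 nM. Test articles in a dose series. Endpoint luminescence from cellular ATP.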
RECQ1 helicase: inhibitors of human RECQ1 DNA helicase; P46063; RECQ1 DNA unwinding, red fluorescence kinetic read; Potency, µM (doses to about 57.3 µM), without a hit: top-dose activity, negative = inhibition, most hits filed as inhibitors; 240,000 tested, 0.54% active;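 note: plate controls were vehicle for no effect and no enzyme for full effect; nearly all actives have a fitted effect of over 30% in size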
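RECQ1T1 50 nM; forked duplex (20 bp + 30-nt ss tails) 200 nM, ATP 2 mM final; pH 8.0, 2 mM MgCl2, 2.5 ug/ml poly(dI-dC); 15 min compound preincubation; discontinuous kinetic read over 2 h at RT.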
L3MBTL1 inh: blocks human L3MBTL1. Q9Y468. 230,000 tested, 0.66% active. Potency, µM (titrated, usually from 57.1 µM), inactives show at the top dose activity, negative = inhibition, usual class: inhibitors. AlphaScreen L3MBTL1–H3K9me1 peptide binding; note: % is set by controls: 0 for no effect and ±100 for the full control effect; nearly all actives have a fitted effect of over 60% in size
Target sequence (Q9Y468 whole entry, looked up): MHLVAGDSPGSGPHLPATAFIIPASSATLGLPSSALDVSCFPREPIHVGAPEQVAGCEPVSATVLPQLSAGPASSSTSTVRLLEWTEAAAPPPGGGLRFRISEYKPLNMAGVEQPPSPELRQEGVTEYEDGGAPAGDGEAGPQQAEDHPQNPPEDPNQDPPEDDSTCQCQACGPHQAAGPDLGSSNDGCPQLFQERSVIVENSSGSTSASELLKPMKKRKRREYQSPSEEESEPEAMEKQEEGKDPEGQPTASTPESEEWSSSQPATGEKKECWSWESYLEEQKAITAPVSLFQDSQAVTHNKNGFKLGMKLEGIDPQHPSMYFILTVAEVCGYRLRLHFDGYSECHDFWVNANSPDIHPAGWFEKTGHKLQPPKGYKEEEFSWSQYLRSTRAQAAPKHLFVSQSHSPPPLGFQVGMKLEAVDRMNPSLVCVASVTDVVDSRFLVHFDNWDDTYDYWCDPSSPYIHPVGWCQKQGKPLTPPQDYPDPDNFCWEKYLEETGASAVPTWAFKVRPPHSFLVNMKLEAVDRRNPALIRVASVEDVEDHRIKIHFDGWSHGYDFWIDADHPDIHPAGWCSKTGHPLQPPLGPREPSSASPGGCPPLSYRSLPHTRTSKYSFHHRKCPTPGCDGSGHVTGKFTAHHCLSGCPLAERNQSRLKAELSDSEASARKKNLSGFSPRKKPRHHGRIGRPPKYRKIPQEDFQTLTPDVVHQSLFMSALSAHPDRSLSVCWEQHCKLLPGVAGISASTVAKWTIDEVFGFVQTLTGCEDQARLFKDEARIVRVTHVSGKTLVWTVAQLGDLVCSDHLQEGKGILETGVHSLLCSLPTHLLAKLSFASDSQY
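Displacement of a biotinylated histone H3(1-15) peptide monomethylated at Lys9 (75 nM) from L3MBTL1 (50 nM) was measured by AlphaScreen after a 30 min room-temperature compound incubation; cefsulodin titration served as intraplate control.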
Tau fluor cs: counter-screen for tau fibril formation inhibitors; tau K18 P301L Alexa594 fluorescence, heparin fibrillization; Potency, µM (titrated, usually from 57.7 µM), without a hit: at the top dose activity change, negative = decrease; 280,000 tested, 0.93% active; AID 1463; note: % is set by controls: 0 for no effect and ±100 for the full control effect; nearly all actives have a fitted effect of over 55% in size
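Human tau K18 P301L (15 uM unlabeled, 0.24 uM Alexa 594-labeled) in 100 mM sodium acetate pH 7 with 20 uM heparin, 6 hr at 37 C. ThT 30 uM added, 1 hr ambient; Alexa 594 FP and total fluorescence read at 555/632 nm.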
Starred values were filed as active, the others as inactive; & = joins results of further samples; [ ] = remark or other dose. Unless noted, calls come from the whole dose curve; as a rule, active = well fitted curve in the direction sought with a large enough effect; inconclusive = small, poorly fitted or top-dose-only effect, or another doubt; inactive = no such curve, though single readings can be large; an effect the other way counts as inactive or inconclusive. Potency is the fitted concentration of half-maximal effect. Some of the compounds tested; the hit share may differ from the screen's.

O=C(Nc1ccc2c(c1)OCO2)C1CC(c2ccc(F)cc2)=NO1 (configuration not stated) was read as TexasRed fluor -5%, Tau fibril ThT inconclusive, Tau FP inhib 13%, TRb SRC2 PPI -18%, HTT ATP protect 11%, RECQ1 helicase -10% and Tau fluor cs -26%.
Screening O=C1CN(C(=O)COc2ccccc2)CCN1 returned TexasRed fluor -4%, Tau fibril ThT 0%, Tau FP inhib -6%, TRb SRC2 PPI 7%, HTT ATP protect 5%, RECQ1 helicase inactive, L3MBTL1 inh inconclusive and Tau fluor cs -3%.
Screening COC(=O)c1ccc(S(=O)(=O)N2CCN(C(c3ccccc3)c3ccccc3)CC2)n1C returned TexasRed fluor 0%, Tau FP inhib 5%[0.0958 µM], TRb SRC2 PPI 0%, HTT ATP protect 13%[10 µM], RECQ1 helicase -17% and Tau fluor cs 12%[0.0958 µM].
O=C1Nc2ccccc2C12OCC(COc1ccc(Cl)cc1)O2 (configuration not stated) was read as TexasRed fluor -2%, Tau fibril ThT -5%, Tau FP inhib -14%, TRb SRC2 PPI -3%, HTT ATP protect -23%[0.074 µM], RECQ1 helicase -13% and Tau fluor cs inconclusive.
Screening CC(C)C(C)(C#N)NC(=O)CSc1ncnc2sc(-c3ccccc3)cc12 (configuration not stated) returned TexasRed fluor 3%, Tau fibril ThT 18%, Tau FP inhib -9%, TRb SRC2 PPI 4%, HTT ATP protect -17%, RECQ1 helicase inactive and Tau fluor cs -17%.
For CCOC(=O)c1ccc(NC(=O)CN2CCN(c3ccccc3)CC2)cc1 the results were TexasRed fluor -1%, Tau fibril ThT -13%, Tau FP inhib 11%, TRb SRC2 PPI 3%, HTT ATP protect 2%[1.9 µM], RECQ1 helicase -8%, L3MBTL1 inh 0% and Tau fluor cs -18%.
`CCCCn1nnnc1SCC(=O)Nc1ccc2c(c1)OCCO2` gave TexasRed fluor 3%, Tau fibril ThT -13%, Tau FP inhib -3%, TRb SRC2 PPI -5%, HTT ATP protect -14%[10 µM], RECQ1 helicase -10%, L3MBTL1 inh -1% and Tau fluor cs -14%.
`CC1(C)CC(=O)C(C(c2ccco2)C2C(=O)CC(C)(C)CC2=O)C(=O)C1` gave TexasRed fluor 1%, Tau fibril ThT 28µM*, Tau FP inhib inconclusive, TRb SRC2 PPI -2%, HTT ATP protect 8%[10 µM], RECQ1 helicase -2%, L3MBTL1 inh -5% and Tau fluor cs -24%.
`CN1CCN(C(=O)CCCOc2cc(=O)n(C)c3ccccc23)CC1` gave TexasRed fluor 0%, Tau fibril ThT -9%, Tau FP inhib -6%, TRb SRC2 PPI -1%, HTT ATP protect 7%, RECQ1 helicase inactive and Tau fluor cs -11%.
CN(CC(=O)NC1CCCCCC1)S(=O)(=O)c1ccccc1 was read as TexasRed fluor 1%, Tau fibril ThT -9%, Tau FP inhib 2%, TRb SRC2 PPI 3%, HTT ATP protect 11%[10 µM], RECQ1 helicase -3%, L3MBTL1 inh 1% and Tau fluor cs -14%.
O=C(NCc1cccnc1)Nc1ccc2c(c1)OCO2 was read as TexasRed fluor -1%, Tau fibril ThT -3%, Tau FP inhib 3%, TRb SRC2 PPI -3%, RECQ1 helicase inactive, L3MBTL1 inh -5% and Tau fluor cs 1%.
CC(=O)COC(=O)c1cc(-c2ccc(C)cc2)nc2ccccc12 was read as TexasRed fluor -4%, Tau fibril ThT -13%, Tau FP inhib inconclusive, TRb SRC2 PPI 4%, HTT ATP protect -16%[10 µM], RECQ1 helicase inactive, L3MBTL1 inh 31%[activator] and Tau fluor cs inconclusive.
Screening Oc1ccccc1NCC(O)Cn1ccc2ccccc21 (configuration not stated) returned TexasRed fluor -1%, Tau fibril ThT 14µM*, Tau FP inhib 1%, TRb SRC2 PPI 2%, HTT ATP protect -17%, RECQ1 helicase -3%, L3MBTL1 inh -8% and Tau fluor cs 20µM*[quencher].
CC(C)Cc1nn2c(=O)cc(COC(=O)c3cccc(NC(=O)c4cccs4)c3)nc2s1 was read as TexasRed fluor -2%, Tau fibril ThT -5%, Tau FP inhib -18%, TRb SRC2 PPI -3% and Tau fluor cs -8%.
For COc1ccc(NC(=O)CC2C(=O)N(c3cccc(OC)c3)C(=O)N2C2CCCCC2)cc1 (configuration not stated) the results were TexasRed fluor 1%, Tau fibril ThT -2%, Tau FP inhib 3%, TRb SRC2 PPI -7%, HTT ATP protect -30%, RECQ1 helicase inactive, L3MBTL1 inh 6% and Tau fluor cs -3%.
For CCOc1ccc(OCCSc2nc(N)cc(=O)[nH]2)cc1 the results were TexasRed fluor -2%, Tau fibril ThT -15%, Tau FP inhib 1%, TRb SRC2 PPI 6%, HTT ATP protect 19%[10 µM], RECQ1 helicase inactive, L3MBTL1 inh -5% and Tau fluor cs -4%.
For CCOc1ccccc1CNC(=O)C1CCCN(S(=O)(=O)c2ccc3c(ccn3C)c2)C1 (configuration not stated) the results were TexasRed fluor -5%, Tau fibril ThT -2%, Tau FP inhib 9%, TRb SRC2 PPI 0% and Tau fluor cs -11%.
Screening CCC(=O)N1CCc2cc(S(=O)(=O)CCC(=O)N3CCN(c4ccc(Cl)cc4)CC3)ccc21 returned TexasRed fluor -2%, Tau fibril ThT inconclusive, Tau FP inhib 4%, TRb SRC2 PPI -5% and Tau fluor cs -23%.
`CC(Nc1ccccc1N1CCCCC1)C(=O)N1CCc2ccccc21` (configuration not stated) gave TexasRed fluor -1%, Tau fibril ThT inconclusive, Tau FP inhib 9%, TRb SRC2 PPI 1%, HTT ATP protect -30%[inhibitor], RECQ1 helicase 0% and Tau fluor cs inconclusive.
CCOc1ccc(CC(=O)C2C(=O)CC(C)(C)CC2=O)cc1OCC was read as TexasRed fluor -1%, Tau fibril ThT inconclusive, Tau FP inhib inconclusive, TRb SRC2 PPI -14%, HTT ATP protect 6%, RECQ1 helicase inactive, L3MBTL1 inh 5% and Tau fluor cs -18%.
For CCCCOC(=O)CCc1nc2ccccc2[nH]1 the results were TexasRed fluor -1%, Tau fibril ThT -14%, Tau FP inhib 4%, TRb SRC2 PPI -17%, HTT ATP protect 3%, RECQ1 helicase -5% and Tau fluor cs -8%.
`Cc1cc(C)n(CC(O)Cn2c3ccccc3c3ccccc32)n1` (configuration not stated) gave TexasRed fluor 1%, Tau fibril ThT -9%, Tau FP inhib -1%, TRb SRC2 PPI 6%, HTT ATP protect -12%, RECQ1 helicase 0% and Tau fluor cs -21%.
For COc1ccc(S(=O)(=O)N2CCC(N3CCN(Cc4ccccc4)C(=O)C3=O)CC2)cc1 the results were TexasRed fluor 0%, Tau fibril ThT 9%, Tau FP inhib 0%, TRb SRC2 PPI 4% and Tau fluor cs 12%.
`CCOc1ccc(Nc2ccc(N3C(=O)CCC3=O)cc2[N+](=O)[O-])cc1` gave TexasRed fluor -2%, Tau fibril ThT 5µM*, Tau FP inhib -5%, TRb SRC2 PPI -12%, HTT ATP protect -4%, RECQ1 helicase inactive and Tau fluor cs inconclusive.
For Cc1ccccc1-n1nc(SCC(=O)O)sc1=S the results were TexasRed fluor -1%, Tau fibril ThT 5%, Tau FP inhib 5%, TRb SRC2 PPI 3%, HTT ATP protect -22%, RECQ1 helicase 0%, L3MBTL1 inh -2% and Tau fluor cs 5%.
For CC(C)N1CCC(N2CCN(Cc3ccc(-c4ccccc4Cl)o3)CC2CCO)CC1 (configuration not stated) the results were TexasRed fluor -2%, Tau fibril ThT -1%, Tau FP inhib -12%, TRb SRC2 PPI -1%, HTT ATP protect -25%[10 µM], RECQ1 helicase -12%, L3MBTL1 inh 3% and Tau fluor cs 8%[2.34 µM].
`Cc1onc(-c2ccccc2)c1C(=O)N/N=C/c1cccc(O)c1` gave TexasRed fluor -3%, Tau fibril ThT -3%, Tau FP inhib -2%, TRb SRC2 PPI 8%, RECQ1 helicase 4%, L3MBTL1 inh 2% and Tau fluor cs -8%.
COC(=O)c1ccc(C(C(=O)NCc2ccccc2)N(Cc2cccs2)C(=O)c2cnccn2)cc1 (configuration not stated) was read as TexasRed fluor -2%, Tau fibril ThT -11%, Tau FP inhib 0%, TRb SRC2 PPI 6%, HTT ATP protect 14%[10 µM], RECQ1 helicase 4%, L3MBTL1 inh -6% and Tau fluor cs -19%.
For COc1cc(C(=O)N2CCOCC2)cc(OC)c1OC the results were TexasRed fluor -1%&0%, Tau fibril ThT -7%, Tau FP inhib 4%, TRb SRC2 PPI -3%&-3%, HTT ATP protect inconclusive, RECQ1 helicase -14% and Tau fluor cs -6%.

Part of the list above in order of length of the SMILES, lowest first.
`Cc1onc(-c2ccccc2)c1C(=O)N/N=C/c1cccc(O)c1` gave TexasRed fluor -3%, Tau fibril ThT -3%, Tau FP inhib -2%, TRb SRC2 PPI 8%, RECQ1 helicase 4%, L3MBTL1 inh 2% and Tau fluor cs -8%.
For CC(C)N1CCC(N2CCN(Cc3ccc(-c4ccccc4Cl)o3)CC2CCO)CC1 (configuration not stated) the results were TexasRed fluor -2%, Tau fibril ThT -1%, Tau FP inhib -12%, TRb SRC2 PPI -1%, HTT ATP protect -25%[10 µM], RECQ1 helicase -12%, L3MBTL1 inh 3% and Tau fluor cs 8%[2.34 µM].
For COc1ccc(S(=O)(=O)N2CCC(N3CCN(Cc4ccccc4)C(=O)C3=O)CC2)cc1 the results were TexasRed fluor 0%, Tau fibril ThT 9%, Tau FP inhib 0%, TRb SRC2 PPI 4% and Tau fluor cs 12%.

In the list so far, 2 have an NH in an aromatic ring.
For CCOc1ccc(OCCSc2nc(N)cc(=O)[nH]2)cc1 the results were TexasRed fluor -2%, Tau fibril ThT -15%, Tau FP inhib 1%, TRb SRC2 PPI 6%, HTT ATP protect 19%[10 µM], RECQ1 helicase inactive, L3MBTL1 inh -5% and Tau fluor cs -4%.
For CCCCOC(=O)CCc1nc2ccccc2[nH]1 the results were TexasRed fluor -1%, Tau fibril ThT -14%, Tau FP inhib 4%, TRb SRC2 PPI -17%, HTT ATP protect 3%, RECQ1 helicase -5% and Tau fluor cs -8%.
